Source: PubChem
EPAC2 agonist = agonists of human EPAC2 (RAPGEF4); Q8WZA2; EPAC2 activation, biochemical qHTS; response scale: 100% = 6.5 mM cAMP response; Potency, µM (titrated, usually from 154 µM), for the others: at the highest dose activation, hits mostly activators; hit rate 0.079% among 360,000; further: nearly all actives have a fitted effect of over 50% in size
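Setup: EPAC2 100 nM, labeled Rap1B complex 250 nM, free GDP 50 uM. Compound titrations pinned in, brief spin, 5 min room temperature incubation. Kinetic fluorescence read over 30 min, normalized to 6.5 mM cAMP.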
EPAC1 antag = antagonists of human EPAC1. O95398. EPAC1 GEF assay, Rap1b-BODIPY-GDP exchange fluorescence. Potency, µM (top dose mostly 115 µM), for inactives: at the highest dose activity change, negative = inhibition, usual class: inhibitors. hit rate 0.14% among 360,000. AID 720709;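 further: plate controls were vehicle for no effect and positive control for full effect; nearly all actives have a fitted effect of over 50% in size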
TDP-43 yeast inh = rescues yeast growth from TDP-43 toxicity. Potency, µM (doses to about 46.1 µM), without a hit: at the highest dose growth rescue (activation), actives largely listed as activators. TDP-43 expressing yeast growth rescue, BacTiter-Glo, 24 h. hit rate 1.8% among 410,000; further: % of control where 0% means no effect; nearly all actives have a fitted effect of over 50% in size
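In this qHTS, compounds that restore growth of yeast expressing TDP-43 appear as activators. Cells (OD600=0.02, galactose medium, raffinose-pregrown) are incubated with compound 24 hr at 30 deg C and growth is quantified by BacTiter-Glo.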
FUS suppressor = rescues growth of FUS-expressing yeast; Potency, µM (doses to about 76.6 µM), inactives show top-dose growth rescue (activation), hits mostly activators; hit rate 0.24% among 390,000; S. cerevisiae FUS-expressing, growth rescue, OD600, 24 h;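 further: plate controls were DMSO vehicle for no effect and reference control for full effect; nearly all actives have a fitted effect of over 55% in size; some results filed as inactive show a strong effect at the top dose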
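Cultures pregrown in 2.5% raffinose medium are shifted to minimal medium containing 2% galactose to express toxic FUS. Compounds are tested at several concentrations. After 24hr at 30C, growth is quantified at 600 nm absorbance.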
EPAC1 ag = agonists of human EPAC1. EPAC1 agonist qHTS, biochemical assay; response scale: 100% = response to 6.5 mM cAMP. Potency, µM (titrated, usually from 154 µM), without a hit: at the top dose activation, actives largely listed as activators. hit rate 0.073% among 360,000. AID 720707; further: nearly all actives have a fitted effect of over 60% in size
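Nucleotide exchange assay: 100 nM EPAC1 with 250 nM Rap1B loaded with BODIPY-GDP and 50 uM GDP, room temperature. Fluorescence (480/540 nm) read every 5 min for 30 min; signal change normalized to 6.5 mM cAMP as full agonist.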
PTHR1 agonist = activates the human parathyroid hormone receptor PTHR1; Q03431; HEK293 GP2 PTHR1 cells, GloSensor cAMP luminescence, 1 h; Potency, µM (series often up to 115 µM), for the others: top-dose activation, actives largely listed as activators; hit rate 0.075% among 410,000; AID 743266; further: nearly all actives have a fitted effect of over 55% in size; some results filed as inactive show a strong effect at the top dose; inactives centre near -15; many of its hits are not listed in these tables
Target sequence (Q03431 whole entry, looked up): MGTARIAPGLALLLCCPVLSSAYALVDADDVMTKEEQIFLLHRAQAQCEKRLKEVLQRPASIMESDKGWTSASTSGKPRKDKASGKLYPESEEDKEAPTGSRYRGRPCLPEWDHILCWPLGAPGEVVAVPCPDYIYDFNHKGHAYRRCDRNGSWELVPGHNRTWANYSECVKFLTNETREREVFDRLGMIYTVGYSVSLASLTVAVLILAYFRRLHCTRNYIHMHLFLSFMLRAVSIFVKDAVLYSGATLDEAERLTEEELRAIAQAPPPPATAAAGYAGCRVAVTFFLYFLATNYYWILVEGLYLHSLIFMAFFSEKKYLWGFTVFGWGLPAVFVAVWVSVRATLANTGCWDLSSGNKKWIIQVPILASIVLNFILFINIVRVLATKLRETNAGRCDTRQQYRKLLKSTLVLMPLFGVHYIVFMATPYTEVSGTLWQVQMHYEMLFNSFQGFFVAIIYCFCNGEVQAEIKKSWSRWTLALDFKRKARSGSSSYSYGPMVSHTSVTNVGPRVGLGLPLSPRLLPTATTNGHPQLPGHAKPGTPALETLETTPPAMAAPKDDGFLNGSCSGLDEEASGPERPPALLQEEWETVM
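HEK-293-derived GP2 cells expressing PTHR1 and a GloSensor cAMP reporter, 3,000/well, plated overnight, given luciferin plus IBMX (each 0.5 mM as added) for 1 h at 37 °C, then compound for 1 h at 37 °C. Luminescence was read after 15 min at room temperature.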
aSyn rescue = alpha-synuclein toxicity inhibition in yeast; Yeast expressing alpha-synuclein, growth rescue, BacTiter-Glo, 24 h; Potency, µM (series often up to 46.1 µM), for the others: top-dose growth rescue (activation), usual class: activators; hit rate 0.14% among 370,000; further: % of control where 0% means no effect; nearly all actives have a fitted effect of over 65% in size
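Galactose-induced alpha-syn yeast (OD600=0.02, raffinose-pregrown) + pinned cpd, 24 hr, 30 deg C; growth by BacTiter-Glo luminescence. Growth restoration scores as activation.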
EPAC2 antag = antagonists of human EPAC2; hit rate 0.18% among 360,000; AID 720708; Potency, µM (doses to about 114 µM), inactives show at the top dose activity, negative = inhibition, actives largely listed as inhibitors; Q8WZA2; EPAC2 GEF exchange of Rap1B-BODIPY-GDP, fluorescence; further: on the % scale 0 is the no-effect control and ±100 the full control effect; nearly all actives have a fitted effect of over 45% in size; many of its hits are not listed in these tables
An asterisk follows results filed as active; i = inactive; ? = inconclusive; / = no result given; [ ] = dose if it differs, or a comment. The call rests on the fitted dose curve; in most records, active means well fitted curve in the direction sought with a large enough effect; inconclusive means small, poorly fitted or top-dose-only effect, or another doubt; inactive means no such curve, though single readings can be large; an effect the other way counts as inactive or inconclusive. Potency means the concentration at half of the fitted maximal effect. An excerpt; count on the stated rates, not on these rows.

| nr | compound | EPAC2 antag | aSyn rescue | EPAC1 ag | EPAC1 antag |
| --- | --- | --- | --- | --- | --- |
| 1 | CC(C)(C)NC(=O)C1CCC(CNS(=O)(=O)c2cccc3nsnc23)CC1 (configuration not stated) | 0% | 0% | -3% | 3% |
| 2 | O=C(Nc1ccccc1)c1ccco1 | 0% | -1% | 9% | 3% |
| 3 | O=S(=O)(c1ccc(Cl)nc1)N1CCCc2ccccc21 | -2% | 1% | 12% | -4% |
| 4 | CC1Cc2nc(SCC(=O)N3CCCC3)n(C)c(=O)c2S1 (configuration not stated) | 9% | -6% | 4% | -5% |
| 5 | Cc1ccc(C(=O)NC2CCN(C(=O)NC3CCCCC3)CC2)cc1 | 1% | 1% | -2% | -6% |
| 6 | O=C(NCCO)C(=O)NCC(c1cccs1)S(=O)(=O)c1ccc(F)cc1 (configuration not stated) | 14% | 0% | -3% | 8% |
| 7 | O=C(NNC(=S)NC1CCCCC1)c1sc2ccccc2c1Cl | -2% | -3% | -19% | 18% |
| 8 | Cc1ccc(NC(=O)CN(C)C(=O)COc2cc(F)ccc2[N+](=O)[O-])cc1 | 10% | 0% | -8% | 10% |
| 9 | Nc1ncnc2c1ncn2[C@@H]1O[C@H](CNCc2ccccc2)[C@@H](O)[C@H]1O | 5% | -3% | -7% | ? |
| 10 | CC(C)(C)c1nc(N2CCN(C(=O)c3ccco3)CC2)c2nnn(Cc3ccccc3)c2n1 | -13% | 8% | -5% | -12% |
| 11 | CCCNC(=O)C1(C)CCCN(C(=O)Cc2ccc3ccccc3c2)C1 (configuration not stated) | -3% | 2% | 5% | 1% |
| 12 | C=CCn1c(SCC(=O)Nc2cc(C)on2)nnc1-c1ccncc1 | 4% | -3% | 6% | 1% |
| 13 | O=C1NC(=S)SC1=Cc1ccc(F)cc1 | -27% | -16% | -7% | -21% |
| 14 | CC(Oc1ccc(Cl)cc1Cl)C(=O)Nc1cccc(O)c1 (configuration not stated) | -2% | -9% | 3% | -14% |
| 15 | Cc1cccc(CNC(=O)CN2CC(C)Sc3ccccc32)c1 (configuration not stated) | / | 5% | / | / |

| nr | TDP-43 yeast inh | PTHR1 agonist | EPAC2 agonist | FUS suppressor |
| --- | --- | --- | --- | --- |
| 1 | -13% | i | 8% | 14% |
| 2 | 6% | -50%[inhibitor] | 18% | -18% |
| 3 | 24% | -27% | -3% | -19% |
| 4 | 3% | -23% | 4% | -17% |
| 5 | 7% | i | -4% | 16% |
| 6 | 10% | i | 4% | -22% |
| 7 | 21% | -43%[inhibitor] | -8% | / |
| 8 | 21% | i | 14% | 1% |
| 9 | -3% | i | 9% | -27% |
| 10 | 13% | -10%[57.5 µM] | -10% | 40% |
| 11 | 29% | -3% | 3% | -4% |
| 12 | 6% | i | 5% | -36% |
| 13 | -39%[inhibitor] | -32% | -5% | / |
| 14 | -8% | i | 9% | -3% |
| 15 | ? | i | / | 1% |

Continued:
| nr | compound | EPAC2 antag | aSyn rescue | EPAC1 ag | EPAC1 antag |
| --- | --- | --- | --- | --- | --- |
| 16 | Cc1ccc(C)c(OCCC(=O)OCC(=O)NC2CC2)c1 | 0% | -2% | -2% | 1% |
| 17 | CN(C)Cc1nc2ccccc2c(=O)n1Cc1nc(C(C)(C)C)cs1 | -1% | -8% | 4% | -12% |
| 18 | CNc1cnn(-c2ccccc2)c(=O)c1Cl | 7% | -6% | -3% | 6% |
| 19 | COC(=O)c1ccccc1NC(=O)CSc1nnc(C(CO)NC(=O)c2ccccc2Cl)n1C (configuration not stated) | -11% | 0% | 5% | -18% |
| 20 | Cc1cc(C)cc(N2C(N)=NC(N)=NC2c2cccc(Cl)c2)c1 (configuration not stated) | 1% | -3% | -3% | 15% |
| 21 | O=P(Cc1ccccc1O)(c1ccccc1)c1ccccc1 | 15% | 0% | -12% | 16% |
| 22 | COc1ccc(CNC(=O)C(C)N(Cc2ccccc2OC)C(=O)c2snc(C(N)=O)c2N)cc1 (configuration not stated) | 2% | 3% | -1% | -15% |
| 23 | C[C@@]12C(=O)Nc3ccc(Cl)cc3C(=O)N1[C@H]1c3ccccc3OC[C@@H]1[C@@H]2c1ccccc1 | -16% | -2% | 2% | 0% |
| 24 | Nc1nnc(CSCc2cccc(Br)c2)s1 | -2% | 6% | -11% | -19% |
| 25 | COCCNC(=O)c1ccc2c(c1)ncn2-c1cccc(C)c1 | -9% | / | 0% | ? |
| 26 | Cc1ccc(C)c(N(CC(=O)NC2CCCC2)C(=O)CCCC(=O)Nc2ccccn2)c1 | 7%[57.1 µM] | -10% | -4% | 15% |
| 27 | COC(=O)Cc1ccc(NC(=S)N2CCC(Cc3ccccc3)CC2)cc1 | 0% | 14% | 10% | -6% |
| 28 | CCCCC(=O)NC(c1ccc(Cl)cc1Cl)c1ccc2cccnc2c1O (configuration not stated) | 1% | ? | 6% | 3% |
| 29 | NNC(=O)c1csc(-c2ccccc2)n1 | 20% | 0% | 1% | -1% |
| 30 | CC(/C=C/c1ccccc1)=N\NC(=S)NC(C)C | -11% | -19% | 5% | -18% |

| nr | TDP-43 yeast inh | PTHR1 agonist | EPAC2 agonist | FUS suppressor |
| --- | --- | --- | --- | --- |
| 16 | 0% | -15% | -4% | 23% |
| 17 | 4% | -33%[inhibitor] | 0% | 17% |
| 18 | 3% | -7%[57.5 µM] | -3% | -21% |
| 19 | -9% | -15%[57.5 µM] | 13% | ? |
| 20 | -15% | i | 0% | 9% |
| 21 | 11% | 0% | -1% | 6% |
| 22 | 9% | -29% | 0% | -17% |
| 23 | -47%[inhibitor] | -22% | 14% | 28µM* |
| 24 | / | -62%[inhibitor] | 1% | 31% |
| 25 | / | i | 4% | -24% |
| 26 | -7% | i | -10% | 7% |
| 27 | ? | -25% | 12% | 35% |
| 28 | ? | -12% | -2% | 14% |
| 29 | 13% | 3% | 7% | 16% |
| 30 | ? | -2% | 23% | 28% |

Later entries.
| nr | compound | EPAC2 antag | aSyn rescue | EPAC1 ag | EPAC1 antag |
| --- | --- | --- | --- | --- | --- |
| 31 | Cc1cc(/C=C2/NC(=O)NC2=O)c(C)n1-c1ccc(N2CCOCC2)cc1 | -1% | -5% | 3% | -4% |
| 32 | O=C(O)CCCCCN1C(=O)C(O)=C(C(=O)/C=C/c2ccccc2)C1c1cccc([N+](=O)[O-])c1 (configuration not stated) | 0% | -1% | 6% | 3% |
| 33 | O=C(NCc1ccccc1)c1cc(C2COCCN2S(=O)(=O)c2cccs2)on1 (configuration not stated) | 12% | -4% | 3% | -24% |
| 34 | NC(=O)CC(NC(=O)Cc1ccc(Br)cc1)c1ccc(NCCOc2ccccc2)c([N+](=O)[O-])c1 (configuration not stated) | -9% | 1% | -23% | 10% |
| 35 | C[C@H](CO)N1C[C@H](C)[C@@H](CN(C)Cc2ccncc2)OCc2cnnn2CCCC1=O | 14% | 4% | -4% | 5% |
| 36 | CC(C)C(=NO)c1ccccc1 | 4% | -1% | 7% | -3% |
| 37 | CCc1nnc(SCC(=O)N2CCCC(N3CCN(c4ccccc4C)CC3)C2)o1 (configuration not stated) | 5% | -4% | -16% | -10% |
| 38 | CCOC(=O)c1c(NC(NC(C)=O)C(Cl)(Cl)Cl)sc(C(C)=O)c1C (configuration not stated) | -2% | -1% | -8% | 2% |
| 39 | COc1ccc([N+](=O)[O-])cc1N(CC(O)CN(CC(C)C)CC(C)C)S(=O)(=O)c1ccccc1 (configuration not stated) | -20% | 7% | -9% | -20% |
| 40 | O=C(N/N=C/C=C/c1ccco1)c1ccncc1 | -1% | 0% | 1% | -13% |
| 41 | Cc1c(CCC(=O)NCC(=O)NCC(=O)O)c(=O)oc2cc3oc4c(c3cc12)CCCC4 | -7% | -7% | -14% | -2% |
| 42 | CCOC(=O)c1c(C)[nH]c(C(=O)OCC(=O)N2CCN(S(=O)(=O)c3ccc(C)cc3C)CC2)c1C | 0% | 3% | 11% | -11% |
| 43 | COc1ccc(S(=O)(=O)N(C)CC(=O)NCCCN2CCOCC2)cc1Cl | 2% | 4% | 0% | 11% |
| 44 | C#CCn1c2ccccc2c2nc3ccccc3nc21 | 5% | 6% | -2% | 1% |
| 45 | S=c1nc(-c2cccc(Br)c2)[nH][nH]1 | 15% | 0% | 1% | -1% |

| nr | TDP-43 yeast inh | PTHR1 agonist | EPAC2 agonist | FUS suppressor |
| --- | --- | --- | --- | --- |
| 31 | -2% | i | 22% | ? |
| 32 | -7% | i | 3% | 19% |
| 33 | 19% | i | 13% | -1% |
| 34 | 13% | -2% | 2% | ? |
| 35 | 19% | -1% | 4% | -5% |
| 36 | 1% | -20% | 5% | 24% |
| 37 | 1% | -18% | -3% | 6% |
| 38 | 1% | -40%[inhibitor][57.5 µM] | -9% | 28% |
| 39 | -8% | -4%[57.5 µM] | -2% | 29% |
| 40 | -17%[1.82 µM] | 17% | 2% | 22% |
| 41 | -13% | 10% | -11% | 1% |
| 42 | 9% | -44%[inhibitor] | -2% | 1% |
| 43 | 7% | -23% | -4% | 13% |
| 44 | 9% | -4% | -4% | 27% |
| 45 | -9% | -4% | 7% | 11% |

Further compounds:
| nr | compound | EPAC2 antag | aSyn rescue | EPAC1 ag | EPAC1 antag |
| --- | --- | --- | --- | --- | --- |
| 46 | COc1ccc(C(=O)Oc2c(OC)cc(C(=S)N3CCOCC3)cc2OC)cc1 | -15% | 7% | 7% | -5% |
| 47 | Cc1ccc(NC(=S)NC(NC(=O)Cc2cccc3ccccc23)C(Cl)(Cl)Cl)cc1 (configuration not stated) | 0% | -7% | -6% | -16% |
| 48 | CCOC(=O)C1=NNC2(c3ccc(C)cc3)C(=O)N(c3ccccc3)C(=O)C12 (configuration not stated) | -17% | -4% | 1% | 22% |
| 49 | CC1CN(CCc2ccccc2)c2nc3c(c(=O)n(CC(N)=O)c(=O)n3C)n2C1 (configuration not stated) | 4% | 5% | -11% | -3% |
| 50 | Cc1ccc(-c2nnn(CC(=O)N(CC(=O)NC3CCCC3)c3ccccc3F)n2)o1 | 1% | 12% | 6% | 0% |
| 51 | Cc1[nH]c2ccccc2c1/C=N\NC(=O)c1ccco1 | 0% | -5% | 1% | 20% |

| nr | TDP-43 yeast inh | PTHR1 agonist | EPAC2 agonist | FUS suppressor |
| --- | --- | --- | --- | --- |
| 46 | 16% | -49%[inhibitor] | 14% | ? |
| 47 | 6% | i | -6% | / |
| 48 | -10% | i | 11% | 2% |
| 49 | -2% | -17% | 2% | 17% |
| 50 | 21% | -16% | 4% | -8% |
| 51 | 6% | i | 8% | 3% |
